Screens: PubChem BioAssay, several laboratories
ABCB6 inh 2 = inhibitors of human ABC transporter ABCB6; Q9NP58; K562-ABCB6 porphyrin accumulation, flow cytometry, 1 h; hits give low values; fluorescence ratio to DMSO, % at 10 µM; 360,000 compounds, 0.19% hits; AID 602162;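 active = fluorescence ratio to DMSO below 75%, the collection mean minus 3 SD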;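 note: signal is porphyrin accumulated inside mitochondria; 100% equals median channel fluorescence of DMSO control wells; lower ratio means ABCB6 inhibition with less porphyrin fluorescence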
NCOA2 inhibitor = human SRC2 (NCOA2) inhibition; Q15596; HEK293 GAL4-SRC2 luciferase reporter, luminescence; inhibition, % at 9 µM; 370,000 compounds, 0.17% hits;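 active = inhibition above the mean inhibition of all tested compounds plus 3 SD, set per campaign, cut at about 52% in these data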;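 note: 0% = DMSO treated cells and 100% = cells given Gossypol at 36 µM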
MC4R antag cAMP = blocks human MC4R cAMP signaling | P32245 | MC4R-expressing cells, MTII-stimulated cAMP, LANCE TR-FRET | inhibition, % at 6.5 µM | 360,000 compounds, 0.48% hits | AID 540295;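 active = inhibition above its plate's cutoff, the mean of tested wells on that plate plus 3 SD, cut at about 29% in these data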;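 note: 0% = Melanotan II alone and 100% = Melanotan II plus saturating MCL0020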
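Material: human MC4R-expressing U2OS cells. Probe or stimulus: Melanotan II challenge. Dosing: 6.5 µM single dose. Times: 30-min compound, 1-h challenge, 1-h detection, room temperature. Technique: TR-FRET with Eu-cAMP and labeled anti-cAMP, 671 nm. Replication: singlicate.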
MC4R barr agon = activates human MC4R beta-arrestin recruitment | P32245 | U2OS MC4R beta-arrestin complementation, luminescence; percent of melanotan II response, DMSO zero | activation, % at 8.9 µM | 360,000 compounds, 0.98% hits | AID 540308;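 active = activation above a per-plate cutoff, the mean activation of sample wells on that plate plus 3 SD, cut at about 8% in these data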
H9c2 protect = protects H9c2 cardiomyocytes from peroxide injury; H2O2 injury protection, ATPLite, 2 h; protection from H2O2 cell death, % at 20 µM; 360,000 compounds, 0.63% hits;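 active = compounds giving at least 50% protection of heart cells from peroxide-induced death in the single-dose screen, raw or plate-pattern-corrected value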;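 note: 0% = DMSO wells with peroxide and 100% = DMSO wells without peroxide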
N-glyco inh = N-linked glycosylation inhibition. D54 ERlucT glycosylation luciferase reporter, 24 h; percent of 100 nM tunicamycin response. reporter increase, % at 12.5 µM. 360,000 compounds, 0.23% hits;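 active = mean luciferase reporter signal, scaled so untreated is 0 and the glycosylation-blocking control 100, at or above a set limit in every replicate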;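 note: luciferase carries N-glycosylation sites so blocking glycosylation raises the light; 0% = median of neutral control wells and 100% = median of 100 nM tunicamycin wells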
ABHD5-PLIN5 inh = inhibitors of human ABHD5-perilipin-5 interaction; Q00G26+Q8WTS1; Split G. princeps luciferase complementation, luminescence, 4 h; inhibition, % at 4 µM; 360,000 compounds, 0.78% hits;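 active = inhibition above the mean inhibition across every tested compound plus 3 SD, cut at about 22% in these data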;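 note: 0% = DMSO only wells and the 100% control is not disclosed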
Target sequence (Q00G26 whole entry, looked up): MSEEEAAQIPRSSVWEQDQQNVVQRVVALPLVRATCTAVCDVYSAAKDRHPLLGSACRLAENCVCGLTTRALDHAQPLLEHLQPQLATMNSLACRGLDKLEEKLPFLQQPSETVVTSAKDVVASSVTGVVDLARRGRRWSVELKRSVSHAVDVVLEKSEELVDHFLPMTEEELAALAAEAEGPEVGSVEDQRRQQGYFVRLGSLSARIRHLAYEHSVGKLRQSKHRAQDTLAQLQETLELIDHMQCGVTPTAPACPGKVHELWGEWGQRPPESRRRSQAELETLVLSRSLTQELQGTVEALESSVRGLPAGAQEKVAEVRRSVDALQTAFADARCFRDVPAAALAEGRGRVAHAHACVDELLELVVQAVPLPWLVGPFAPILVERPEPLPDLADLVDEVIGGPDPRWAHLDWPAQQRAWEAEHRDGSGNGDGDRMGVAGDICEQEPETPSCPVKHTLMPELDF
Target sequence (Q8WTS1 whole entry, looked up): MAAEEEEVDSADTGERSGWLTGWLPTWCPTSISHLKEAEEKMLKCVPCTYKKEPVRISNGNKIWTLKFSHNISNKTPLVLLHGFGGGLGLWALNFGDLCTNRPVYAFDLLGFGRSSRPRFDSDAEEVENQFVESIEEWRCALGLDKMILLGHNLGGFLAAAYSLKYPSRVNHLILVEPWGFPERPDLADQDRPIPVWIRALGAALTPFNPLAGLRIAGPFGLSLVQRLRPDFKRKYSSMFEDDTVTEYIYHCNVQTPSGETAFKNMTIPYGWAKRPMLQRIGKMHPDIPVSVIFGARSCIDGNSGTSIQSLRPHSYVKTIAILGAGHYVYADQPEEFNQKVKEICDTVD
NOD2 RIPK2 PPI = inhibitors of human NOD2-RIPK2 interaction; O43353; CHO BLA complementation NOD2-RIPK2, CCF4 ratio; inhibition, % at 4.98 µM; 360,000 compounds, 0.38% hits; in the data active = inhibition above about 21%;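 note: 0% = vehicle only and 100% = reference blocker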
m5-HT2A agonist = agonists of mouse serotonin 5-HT2A receptor (HTR2A); P35363; CHO-K1 mHTR2A beta-arrestin complementation, luminescence; percent of 30 µM serotonin response; activation, % at 7.6 µM; 360,000 compounds, 0.66% hits; AID 624169;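 active = activation above a run cutoff, the mean activation of all tested compounds plus 3 SD, cut at about 14% in these data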;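 note: 0% = plate median of compound wells and 100% = 30 µM serotonin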
TLR9-MyD88 block = inhibitors of human TLR9-MyD88 binding; Q9NR96+Q99836; CHO BLA complementation TLR9-MyD88, CCF4 FRET ratio; 340,000 compounds, 0.21% hits; inhibition, % at 4.98 µM;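 active = inhibition above the mean over all tested compounds plus 3 SD, cut at about 21% in these data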;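 note: 0% = DMSO only wells and 100% = clavulanate BLA inhibitor control wells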
Starred values were filed as active, the others as inactive; x = not tested or not shown. The list is partial. The share of hits here may be higher or lower than overall.

Sequence of screens: ABCB6 inh 2	NCOA2 inhibitor	MC4R antag cAMP	MC4R barr agon	H9c2 protect	N-glyco inh	ABHD5-PLIN5 inh	NOD2 RIPK2 PPI	m5-HT2A agonist	TLR9-MyD88 block
> Cc1c(NC(=O)C(C)OC(=O)CC2Sc3ccccc3NC2=O)c(=O)n(-c2ccccc2)n1C (centres undefined)
  99	-11	0	-2.7	2	-1	-6	13	-3	-11
> Cc1ccc2c(C)c(C(=O)N(Cc3ccccc3)C3CCS(=O)(=O)C3)oc2c1 (centres undefined)
  97	-15	19	0.5	-7	3	1	-1	2	-2
> O=C(NCC(=O)N(c1cccnc1)C(C(=O)NC1CCCC1)c1cccs1)c1cccs1 (centres undefined)
  98	5	10	-1.4	6	2	-10	5	-5	-1
> Cc1cc(C)nc(NS(=O)(=O)c2ccc(NC(=O)c3ccc(N4C(=O)CCC4=O)cc3)cc2)n1
  94	-5	-2	3.8	12	-4	7	3	11	1
> COC(=O)C1(C(=O)OC)C/C=C\CCN(S(=O)(=O)c2ccccc2[N+](=O)[O-])CC1
  95	4	x	x	x	x	-20	-10	0	x
> O=C(CN1C(=O)NC2(CCCCC2)C1=O)N1CCN(S(=O)(=O)c2cccc(F)c2)CC1
  100	8	-7	-1.1	-3	1	6	5	10	-1
> NC(=O)CN(C/C=C/c1ccccc1)C/C=C/c1ccccc1
  99	5	1	-1.5	0	2	-7	5	-1	-10
> O=C(CNC(=O)c1cccs1)Nc1ccncc1
  100	18	-6	0.2	2	1	-10	1	2	-4
> CC(C)NC(=O)[C@H](CSCc1ccccc1)N1Cc2ccccc2C1=O
  105	5	1	-1.3	1	-3	-3	4	-10	-8
> COc1cccc(-c2cc3nc4c(c(NCC(C)(C)CN(C)C)n3n2)CCCC4)c1
  106	-16	3	-0.6	-26	-16	0	-2	-10	1
> CCN(CC)CCC(c1cc(OC)c(OC)c(OC)c1)c1c(OC)cc(OC)c2ccc(=O)oc12 (centres undefined)
  98	-21	0	1.1	5	5	7	-5	-5	-7
> Nc1cccc(/C=C/c2ccncc2)c1
  99	-1	5	-1.1	-8	0	0	-12	0	1
> CCOC(=O)N1CCC(NC(=O)c2cc(C(=O)NCc3cccc(Cl)c3)ccc2CO)CC1
  93	24	6	0.6	-8	-2	-1	1	-1	-5
> Cc1ccc(C(=O)C2C(c3ccc(-c4ccccc4[N+](=O)[O-])o3)NC(=O)NC2(O)C(F)(F)F)cc1 (centres undefined)
  103	-24	-4	-2.0	20	1	-8	-1	-2	5
> Cn1c(C(=O)OC(C(=O)NCC2CCCO2)c2cccnc2)cc2sccc21 (centres undefined)
  102	7	1	-1.1	4	0	-1	-7	-2	-11
> Cc1ccc(NC(=O)CSc2nc3[nH]c(=O)cc(O)c3s2)c(Br)c1
  100	30	10	-0.4	5	0	-10	0	0	5
> Cc1ccc(C(=O)C(OC(=O)COc2ccccc2C)c2ccccc2)cc1 (centres undefined)
  94	1	1	0.8	-2	-2	-1	5	1	-9
> CCOC(=O)c1ccc(NC(=O)C2=C(C)Nc3nc(CCCO)nn3C2c2cccc(C)c2)cc1 (centres undefined)
  102	-3	1	-0.4	9	2	6	0	1	-18
> Cc1cccc(OCC(=O)N2CCN(C(=O)Cc3ccccc3)CC2)c1
  100	0	9	-0.8	13	1	5	-10	-1	3
> C[C@]12c3[nH]c4ccc(Cl)cc4c3CCN1C(=O)[C@@H](CC(=O)NCC13CC4CC(CC(C4)C1)C3)C[C@@H]2C(=O)N1CCOCC1
  94	-6	3	-0.2	13	-2	-3	-16	3	-7
> COc1ccc(C)cc1NC(=O)CN1CCN(c2ccccc2F)CC1
  96	15	-1	1.6	-7	-4	4	-7	3	1
> CCn1c(=O)cc(OCC(=O)NCCc2ccc(OC)c(OC)c2)c2ccccc21
  109	2	-11	0.3	8	2	-5	-12	1	2
> CCOCCn1c(=O)c2c(nc3n2CC(C)CN3Cc2ccccc2)n(C)c1=O (centres undefined)
  97	-16	2	-3.3	8	-1	2	3	-4	3
> CC(C)N(C(=O)CSc1nc2ccccc2n1Cc1ccc(F)cc1)C(C)C
  85	3	3	1.8	4	-3	-1	7	-8	-4
> CC(C)C[C@H]1CN(CCCC[C@H]2CNC(=O)C(=O)N2CC2CCCCC2)C(=O)C(=O)N1CC1CCCCC1
  101	-14	x	x	x	x	-2	3	-2	x
> CCOc1ccc(-c2nnn(CC(=O)c3ccc4c(c3)OCCO4)n2)cc1
  96	-9	1	-2.4	0	0	4	-8	-2	-14
> Cc1ccc(C2CC(=O)Oc3cc(C)cc(C)c32)cc1 (centres undefined)
  102	22	-1	0.1	-3	-2	-3	-15	-3	-5
> Cc1c(N)cc[n+](CC(=O)c2ccccc2)c1C
  100	-11	11	6.3	-5	7	5	5	-3	-12
> CCOC(=O)CC1C(=O)NCCN1S(=O)(=O)c1ccc(OC)cc1 (centres undefined)
  96	-16	-2	-1.1	-1	3	-2	2	6	0
> O=c1[nH]c(NC2CCN(S(=O)(=O)c3ccccc3C(F)(F)F)CC2)nc2c1CCCC2
  89	6	1	-0.5	26	0	-4	-2	2	4

Some of these compounds in order of molar mass, high to low.
Sequence of screens: ABCB6 inh 2	NCOA2 inhibitor	MC4R antag cAMP	MC4R barr agon	H9c2 protect	N-glyco inh	ABHD5-PLIN5 inh	NOD2 RIPK2 PPI	m5-HT2A agonist	TLR9-MyD88 block
> C[C@]12c3[nH]c4ccc(Cl)cc4c3CCN1C(=O)[C@@H](CC(=O)NCC13CC4CC(CC(C4)C1)C3)C[C@@H]2C(=O)N1CCOCC1
  94	-6	3	-0.2	13	-2	-3	-16	3	-7
> CC(C)C[C@H]1CN(CCCC[C@H]2CNC(=O)C(=O)N2CC2CCCCC2)C(=O)C(=O)N1CC1CCCCC1
  101	-14	x	x	x	x	-2	3	-2	x
> CCOC(=O)c1ccc(NC(=O)C2=C(C)Nc3nc(CCCO)nn3C2c2cccc(C)c2)cc1 (centres undefined)
  102	-3	1	-0.4	9	2	6	0	1	-18
> O=C(NCC(=O)N(c1cccnc1)C(C(=O)NC1CCCC1)c1cccs1)c1cccs1 (centres undefined)
  98	5	10	-1.4	6	2	-10	5	-5	-1
> O=C(CN1C(=O)NC2(CCCCC2)C1=O)N1CCN(S(=O)(=O)c2cccc(F)c2)CC1
  100	8	-7	-1.1	-3	1	6	5	10	-1
> Cc1ccc(NC(=O)CSc2nc3[nH]c(=O)cc(O)c3s2)c(Br)c1
  100	30	10	-0.4	5	0	-10	0	0	5
> CC(C)N(C(=O)CSc1nc2ccccc2n1Cc1ccc(F)cc1)C(C)C
  85	3	3	1.8	4	-3	-1	7	-8	-4
> CC(C)NC(=O)[C@H](CSCc1ccccc1)N1Cc2ccccc2C1=O
  105	5	1	-1.3	1	-3	-3	4	-10	-8
> CCOC(=O)CC1C(=O)NCCN1S(=O)(=O)c1ccc(OC)cc1 (centres undefined)
  96	-16	-2	-1.1	-1	3	-2	2	6	0

More results follow.
Sequence of screens: ABCB6 inh 2	NCOA2 inhibitor	MC4R antag cAMP	MC4R barr agon	H9c2 protect	N-glyco inh	ABHD5-PLIN5 inh	NOD2 RIPK2 PPI	m5-HT2A agonist	TLR9-MyD88 block
> Cc1noc(C)c1C(=O)N(C)C[C@@H]1OCc2ccccc2-c2c(n(C)c3ccccc23)C(=O)N([C@H](C)CO)C[C@H]1C
  97	12	1	1.3	6	5	5	-8	3	7
> Cc1cccc(NC(=O)CSc2cc(C)c(C#N)c3nc4ccccc4n23)c1
  103	7	0	-0.5	2	5	-3	12	-7	6
> CC1=C(C(=O)Nc2ccccn2)C(c2cn(C)nc2C)C2=C(CCCC2=O)N1 (centres undefined)
  97	5	2	-1.8	3	2	0	-4	2	-2
> CC[N+](CC)(CC)CCC(O)(c1ccccc1)C1CCCCC1 (centres undefined)
  110	-12	12	1.1	-7	2	-9	2	-1	2
> COc1cccc(C(NC(C)=O)c2nc(-c3cnn(C)c3)cs2)c1 (centres undefined)
  105	-27	7	-0.7	0	3	4	0	1	x
> Cc1ccccc1CN1CCN(C(=O)CC(C)C)CC1
  102	14	19	2.6	0	-2	5	4	6	5
> O=C(Nc1ccccc1NC(=O)c1c(F)cccc1F)c1c(F)cccc1F
  100	6	3	-0.7	7	3	-3	-6	5	3
> COc1ccccc1C(=O)Nc1ccon1
  95	-24	0	-0.9	-2	2	2	-2	2	8
> COc1ccccc1N1CCN(S(=O)(=O)c2cn(C)cn2)CC1
  100	7	2	-1.4	-2	0	-1	3	12	3
> COc1ccc2cc(C3=CC(=O)CC(C)(C)C3=O)ccc2c1
  97	-19	7	1.6	7	2	4	-5	2	1
> COc1ccc(Cl)c2c1[nH]c1nc(SCc3cccnc3)nnc12
  100	-11	19	-2.0	-2	-3	1	-13	0	2
> Cc1c(Br)c([N+](=O)[O-])nn1CC(=O)N1CCN(C23CC4CC(CC(C4)C2)C3)CC1
  105	-7	-6	-2.7	2	6	2	-9	-3	-3
> COc1ccccc1C(=O)NC(=S)Nc1ccc(NC(=O)c2cccs2)cc1
  88	-8	9	27*	7	-3	1	-14	4	-6
> COc1ccc(NC(=S)N2CCOCC2)c(OC)c1
  95	-10	19	-1.8	5	4	1	9	3	-4
> CCOC(=O)c1oc2ccc(CNC3CCCCC3)c(Cl)c2c1C
  97	-3	-9	0.9	-22	-1	1	-6	1	6
> Cc1nn(CCCC(=O)Nc2cccnc2)c(C)c1[N+](=O)[O-]
  102	14	9	1.5	1	2	2	-4	-1	-13
> Cc1cc(O)c(C(C)C)cc1N=C1CSC(=O)N1
  86	-1	5	-2.1	10	5	-3	-8	-1	-1
> CN(C(=O)/C=C/c1ccccc1)C1CCCCC1
  96	-95	0	-2.9	-3	-5	5	0	-2	x
> Cc1ccc(NC(=O)Cn2c(=O)n(Cc3ccco3)c(=O)c3ccccc32)c(C)c1
  92	-18	2	-1.0	6	0	5	2	5	1
> CCCOc1ccc(C(=O)Nc2ccc(N3CCN(C(C)=O)CC3)cc2)cc1
  97	-2	2	-1.0	-4	-2	-1	4	-5	-9
> COc1cc(NC(=O)CN2C(=O)c3ccccc3S2(=O)=O)cc(OC)c1
  99	2	10	2.9	2	0	7	1	-5	-2
> CC(=O)OCC(C)n1[nH]c2ccccc2c1=O (centres undefined)
  95	-16	x	x	0	2	13	-13	-5	x
> O=C(NCC1CCCN(C(=O)Cc2ccccc2Cl)C1)c1ccc(F)cc1 (centres undefined)
  93	-8	1	-0.7	0	1	6	2	5	2
> CCc1nc2c(OCc3cc(Cl)cc(Cl)c3)cccn2c1N(C=O)Cc1ccccc1
  104	-16	2	-0.4	-15	-5	2	4	-1	x
> Cc1ccccc1C1CC(=O)Oc2cc(O)ccc21 (centres undefined)
  107	x	9	-2.1	-1	1	1	-2	7	-10
